TDP1 cell noCPT: qHTS for Inhibitors of human tyrosyl-DNA phosphodiesterase 1 (TDP1): qHTS in cells in absence of CPT; Potency, µM (series often up to 46.2 µM), inactives show at the top dose activity change, negative = growth inhibition, most hits filed as inhibitors; actives 15% (n = 420,000); DT40 Tdp1-/- hTDP1 cells, no CPT, ATP luminescence, 48 h; AID 686978, 2013; also: nearly all actives have a fitted effect of over 55% in size
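A cellular qHTS used chicken DT40 cells lacking endogenous Tdp1 but carrying stably transfected human TDP1. Compounds were applied without camptothecin, and cell growth kinetics were judged by ATP-dependent luminescence after ≥48 hr.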
DT40 TDP1 CPT: qHTS for Inhibitors of human tyrosyl-DNA phosphodiesterase 1 (TDP1): qHTS in cells in presence of CPT | chicken DT40 Tdp1-/-;hTDP1 cells + 20 nM CPT, ATP luminescence, 48 h | Potency, µM (doses to about 46.2 µM), for inactives: at the highest dose activity change, negative = growth inhibition, usual class: inhibitors | actives 12% (n = 420,000); also: nearly all actives have a fitted effect of over 55% in size
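Cell growth measured by CellTiter-Glo luminescence after a minimum 48 h, 37 C compound exposure with 20 nM CPT in Tdp1-knockout DT40 cells stably expressing hTDP1, seeded 400/well; qHTS titration format.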
KAT2A inh: qHTS Assay for Inhibitors of GCN5L2; Histone acetyltransferase KAT2A (Homo sapiens), Q92830; GCN5L2 HAT assay, ThioGlo1 CoA-SH fluorescence; Potency, µM (top dose mostly 58.9 µM), for the others: at the top dose activity change, negative = inhibition, actives largely listed as inhibitors; actives 0.21% (n = 390,000); AID 504327, 2011
Target sequence (Q92830 whole entry, looked up): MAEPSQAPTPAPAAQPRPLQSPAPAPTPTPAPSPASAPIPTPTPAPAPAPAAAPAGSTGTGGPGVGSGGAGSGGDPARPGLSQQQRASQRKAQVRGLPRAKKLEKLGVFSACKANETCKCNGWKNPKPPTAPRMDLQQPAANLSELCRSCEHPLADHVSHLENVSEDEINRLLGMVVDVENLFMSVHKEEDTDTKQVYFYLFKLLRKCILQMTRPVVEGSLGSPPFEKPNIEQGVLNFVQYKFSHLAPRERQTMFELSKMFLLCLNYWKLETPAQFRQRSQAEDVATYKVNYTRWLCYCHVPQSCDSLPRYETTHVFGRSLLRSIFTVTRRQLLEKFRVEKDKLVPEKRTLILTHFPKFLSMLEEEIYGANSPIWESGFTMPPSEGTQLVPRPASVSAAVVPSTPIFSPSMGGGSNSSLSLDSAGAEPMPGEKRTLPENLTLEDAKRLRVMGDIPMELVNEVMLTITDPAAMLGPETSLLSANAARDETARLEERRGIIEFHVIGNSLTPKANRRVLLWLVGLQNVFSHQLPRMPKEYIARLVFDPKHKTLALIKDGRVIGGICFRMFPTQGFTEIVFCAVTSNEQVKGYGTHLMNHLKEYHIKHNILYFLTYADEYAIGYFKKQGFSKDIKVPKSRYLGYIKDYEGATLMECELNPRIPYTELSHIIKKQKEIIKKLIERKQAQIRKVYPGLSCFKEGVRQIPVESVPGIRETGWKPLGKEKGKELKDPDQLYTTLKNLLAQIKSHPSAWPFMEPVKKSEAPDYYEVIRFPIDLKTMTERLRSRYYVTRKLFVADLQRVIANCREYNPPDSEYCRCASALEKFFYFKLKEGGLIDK
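Titration-based screen in which CoA formation is detected via maleimide probe ThioGlo1 (50uM) turning fluorescent on thiol reaction; substrates H3(1-25) 75uM and acetyl-CoA 70uM, GCN5L2 20nM, 20 min incubation at room temperature.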
* hit, by the source's call; u = inconclusive; x = not tested or not shown; [ ] = dose if it differs, or a comment. Calls follow the shape of the dose curve; as a rule, active = well fitted curve in the direction sought with a large enough effect; inconclusive = small, poorly fitted or top-dose-only effect, or another doubt; inactive = no such curve, though single readings can be large; an effect the other way counts as inactive or inconclusive. % is scaled to controls: 0 for no effect and ±100 for the full control effect; potency is read from the fitted curve at half-maximal effect.

SMILES	TDP1 cell noCPT	DT40 TDP1 CPT	KAT2A inh
COc1ccc(C(=O)Nc2cccc3ccccc23)cc1	u	u	-14%
O=C(COc1ccccc1)Nc1ccc(N2CCN(C(=O)c3ccco3)CC2)cc1	-27%	0%	-5%
CCc1c(C)sc(NC(=O)Cn2nc(C)c([N+](=O)[O-])c2C)c1C(N)=O	u	u	-4%
CN(CCO)c1cc(N2CCN(C(=O)c3ccco3)CC2)c2nonc2c1[N+](=O)[O-]	9%	3%	18%
COc1ccc(C(=O)Nc2ccc3oc(-c4cc(Cl)ccc4Cl)nc3c2)cc1Br	6%	-3%	-2%
CC(C)Cn1c(=O)c(C(=O)Nc2ccncc2)c(O)c2ccccc21	4.1µM*	2.9µM*	x
O=C(C1CCCN(S(=O)(=O)c2ccccc2)C1)N1CCCCC1 (stereo not given)	-7%	-22%	-1%
COc1ccc(S(=O)(=O)NC(C)C(=O)N2CCCCCC2)cc1 (stereo not given)	12%	-1%	-5%
O=C(NCc1ccco1)/C(=C\c1ccc(F)cc1)NC(=O)c1ccco1	-2%	33%[activator]	1%
CCc1ccc2oc(C(=O)Nc3ccccc3OC)cc(=O)c2c1	-22%	-23%	-1%
CN(C)c1ccc(-c2cc3ccccc3c(=O)o2)cc1	-29%	4%	-2%
COc1ccccc1N(C)S(=O)(=O)c1ccc(C(=O)Nc2cccc(Br)c2)cc1	16µM*	u	-8%
O=C(Nc1ccccc1[N+](=O)[O-])c1cc2ccccc2nc1Cl	22%	-1%	23%
CC(=O)Nc1cc(C(=O)N2CCCC2)ccc1S(=O)(=O)c1ccc(Cl)cc1	-5%	-1%	u
Cc1cc(C(=O)O)cc(S(=O)(=O)N2CCOCC2)c1C	-19%	-4%	-7%
NNC(=O)CN(CCc1ccccc1)S(=O)(=O)c1ccc(Cl)cc1	-8%	-2%	5%
Oc1cccc(/C=N/Nc2cc(N3CCCC3)nc(N3CCCC3)n2)c1	u	u	1%
Cc1ccccc1/C=N/NC(=O)c1ccc(-n2cnnn2)cc1	-1%	0%	0%
CC(C)(C)c1ccc(C(=O)CCCSC2=C(C#N)C(c3ccco3)C3=C(CCCC3=O)N2)cc1 (stereo not given)	9.2µM*	16µM*	-12%
O=C(CSc1nnc(-c2ccncc2)o1)Oc1ccccc1	-9%	-1%	-1%
CCc1cc(=O)oc2c(C)c(OCC(=O)N3CC[C@@]4(O)CCCC[C@H]4C3)ccc12	-24%	-2%	u
CCOc1ccc(Oc2ccc(NC(=O)CSc3nncn3C)cc2)cc1	-9%	-11%	-2%
O=S(=O)(Nc1ccc(OC(F)(F)F)cc1)c1cccc2nonc12	-27%	-2%	0%
Cc1cc(NC(=O)Cc2csc(-c3ccccc3)n2)ccc1Br	-14%	u	-4%
CC(C)(C)N1CC2(c3ccccc3)CN(C(C)(C)C)CC(c3ccccc3)(C1)C2=O	-12%	3%	0%
COc1ccc(C(=O)NCCCN2CCCC2=O)cc1	-2%	-3%	-3%
COc1ccccc1N1CCN(C(=O)c2cc3n(n2)C(C(F)(F)F)CC(c2ccco2)N3)CC1 (stereo not given)	18µM*	15µM*	-9%
CC(=O)Nc1nc(SCc2ccc(Cl)cc2Cl)n[nH]1	-16%	-18%	-1%
C(=C\c1c[nH]c2ccccc12)/c1cc[n+](C2CCCCC2)cc1	u	-12%	x
C[C@@H]1[C@H]2CCCC[C@H]2CN(C(=O)OC(C)(C)C)[C@@H]1CC(=O)c1ccccc1	16µM*	u	-1%
COc1ccccc1CNc1nc(NCc2ccccc2)nc2ccsc12	15µM*	23µM*	x
O=C(Nc1ccc2[nH]ccc2c1)c1cccs1	-1%	-20%	-4%
Cc1ccc(C)c(Cn2nnc3c(=O)[nH]c(C4CCCN(C(=O)c5cccs5)C4)nc32)c1 (stereo not given)	-18%	-8%	0%
Cc1nc(C(=O)NNC(=O)c2ccc(C(F)(F)F)cc2)cs1	21µM*	u	1%
COC(=O)c1cccc(NC(=O)c2ccc3c(c2)C(=O)N(CC2CCCO2)C3=O)c1 (stereo not given)	-8%	-8%	-1%
CCOc1cccc(C(=O)N(Cc2ccc(C(C)C)cc2)C2CCS(=O)(=O)C2)c1 (stereo not given)	u	21µM*	-1%
CCC(C(=O)Nc1ccccc1-c1ccccc1)c1ccccc1 (stereo not given)	-30%	-26%	-4%
Cc1ccc([N+](=O)[O-])cc1S(=O)(=O)Nc1ccc(C(=O)N(C)C)cc1	-14%	21%	-5%
Cc1ccc(NC(=O)CNC(=O)CN2C(=O)c3ccccc3C2=O)cc1	-1%	1%	x
COc1cccc(NC(=O)C2C3C=CC(O3)C2C(=O)O)c1 (stereo not given)	-4%	-4%	-9%
CCC(C)NC(=O)Cn1c(COc2ccc(Cl)cc2Cl)nc2ccccc21 (stereo not given)	u	u	5%
Cc1cc(C)c2cc(CN(Cc3ccco3)C(=O)NCc3ccccc3)c(=O)[nH]c2c1	-10%	9%	-5%
O=C(Nc1ccccn1)c1ccc(C(=O)Nc2ccccn2)cc1	4%	-10%	14%
O=C(O)COc1ccc(NC(=O)c2ccc3c(c2)C(=O)N(Cc2ccccc2)C3=O)cc1	2%	-11%	16%
CCC1=NN2C(=N)/C(=C/c3cc(C)n(Cc4ccccc4)c3C)C(=O)N=C2S1	1%	1%	-4%

Shown in markdown: 22 of the compounds above.
| Structure | TDP1 cell noCPT | DT40 TDP1 CPT | KAT2A inh |
| --- | --- | --- | --- |
| CCOc1ccc(Oc2ccc(NC(=O)CSc3nncn3C)cc2)cc1 | -9% | -11% | -2% |
| O=S(=O)(Nc1ccc(OC(F)(F)F)cc1)c1cccc2nonc12 | -27% | -2% | 0% |
| Cc1cc(NC(=O)Cc2csc(-c3ccccc3)n2)ccc1Br | -14% | u | -4% |
| CC(C)(C)N1CC2(c3ccccc3)CN(C(C)(C)C)CC(c3ccccc3)(C1)C2=O | -12% | 3% | 0% |
| COc1ccc(C(=O)NCCCN2CCCC2=O)cc1 | -2% | -3% | -3% |
| COc1ccccc1N1CCN(C(=O)c2cc3n(n2)C(C(F)(F)F)CC(c2ccco2)N3)CC1 (stereo not given) | 18µM* | 15µM* | -9% |
| CC(=O)Nc1nc(SCc2ccc(Cl)cc2Cl)n[nH]1 | -16% | -18% | -1% |
| C(=C\c1c[nH]c2ccccc12)/c1cc[n+](C2CCCCC2)cc1 | u | -12% | x |
| C[C@@H]1[C@H]2CCCC[C@H]2CN(C(=O)OC(C)(C)C)[C@@H]1CC(=O)c1ccccc1 | 16µM* | u | -1% |
| COc1ccccc1CNc1nc(NCc2ccccc2)nc2ccsc12 | 15µM* | 23µM* | x |
| O=C(Nc1ccc2[nH]ccc2c1)c1cccs1 | -1% | -20% | -4% |
| Cc1ccc(C)c(Cn2nnc3c(=O)[nH]c(C4CCCN(C(=O)c5cccs5)C4)nc32)c1 (stereo not given) | -18% | -8% | 0% |
| Cc1nc(C(=O)NNC(=O)c2ccc(C(F)(F)F)cc2)cs1 | 21µM* | u | 1% |
| COC(=O)c1cccc(NC(=O)c2ccc3c(c2)C(=O)N(CC2CCCO2)C3=O)c1 (stereo not given) | -8% | -8% | -1% |
| CCOc1cccc(C(=O)N(Cc2ccc(C(C)C)cc2)C2CCS(=O)(=O)C2)c1 (stereo not given) | u | 21µM* | -1% |
| CCC(C(=O)Nc1ccccc1-c1ccccc1)c1ccccc1 (stereo not given) | -30% | -26% | -4% |
| Cc1ccc([N+](=O)[O-])cc1S(=O)(=O)Nc1ccc(C(=O)N(C)C)cc1 | -14% | 21% | -5% |
| Cc1ccc(NC(=O)CNC(=O)CN2C(=O)c3ccccc3C2=O)cc1 | -1% | 1% | x |
| COc1cccc(NC(=O)C2C3C=CC(O3)C2C(=O)O)c1 (stereo not given) | -4% | -4% | -9% |
| CCC(C)NC(=O)Cn1c(COc2ccc(Cl)cc2Cl)nc2ccccc21 (stereo not given) | u | u | 5% |
| Cc1cc(C)c2cc(CN(Cc3ccco3)C(=O)NCc3ccccc3)c(=O)[nH]c2c1 | -10% | 9% | -5% |
| O=C(Nc1ccccn1)c1ccc(C(=O)Nc2ccccn2)cc1 | 4% | -10% | 14% |

Going on with the list:
SMILES	TDP1 cell noCPT	DT40 TDP1 CPT	KAT2A inh
S=c1nc[nH]c2c1ncn2C1CCCO1 (stereo not given)	u	-20%	-1%
CCOC(=O)N1CCN(C(=O)c2ccccc2NC(=O)COc2ccccc2)CC1	16µM*	u	3%
COc1cccc(OC)c1C(=O)Nc1ccc(Br)c(C(=O)c2ccccc2)c1	16µM*	u	-5%
O=c1cc(-c2ccc(F)cc2)nc(SCc2nc(-c3ccc(Cl)cc3)no2)[nH]1	-22%	-17%	-2%
O=C(Cn1c(=O)n(Cc2nc(-c3ccccc3)no2)c(=O)c2ccccc21)Nc1cccc(C(F)(F)F)c1	21µM*	u	-14%
COc1cc(OC)c(NS(=O)(=O)c2cc(C(=O)OC(C)C(=O)NC3CC3)c(Cl)cc2Cl)cc1Cl (stereo not given)	23µM*	18µM*	-3%
O=C(CSc1ncc(-c2ccccc2)[nH]1)Nc1ccc(Cl)cc1	u	21µM*	-13%
COc1ccc(-n2cnc3sccc3c2=O)cc1	11%	19%	19%
Cn1c(SCC(=O)Nc2cccc(S(=O)(=O)N3CCOCC3)c2)nnc1-c1ccncc1	0%	18%	1%
Cc1sc2ncnc(N3CCC(C(=O)N4CC(C)SC4=Nc4ccc(Cl)cc4)CC3)c2c1C (stereo not given)	u	u	x
CCOc1ccc(C(C)=O)cc1CN1C(=O)C(=O)N(CC)C1=O	11%	3%	-5%
O=C(CSc1nc(-c2ccccc2)cs1)NCCN1C(=O)CSC1=O	-15%	-2%	-1%
COc1ccc(C(=O)Nc2nc3ccccc3[nH]2)cc1OC	-23%	-21%	-2%
COC(=O)C(C)Sc1nnc(Cc2cc(=O)[nH]c(=O)[nH]2)n1-c1cc(C)ccc1C (stereo not given)	7%	6%	-3%
COc1cccc(CNC(=O)[C@H](C)NC(=O)N2CC(=O)Nc3ccccc32)c1	-19%	19%	x
O=C(NC(=S)Nn1cnnc1)c1ccccc1Br	-23%	-2%	-17%
Cc1ccc2c(C(=O)CNC3=NCCS3)c(C)[nH]c2c1	u	u	x
COc1ccc(CN2CCN(C(=O)c3cccs3)CC2)cc1	-19%	-7%	-3%
Cc1cc(C)c(C(N)=O)c(SCC(=O)c2cc(C)c(C)cc2C)n1	-26%	-27%	25%
CN(Cc1ccccc1F)C(=O)COc1ccc(C(=O)c2ccccc2)cc1	21µM*	23µM*	-7%
O=C(Nc1ccc2c(c1)OCCO2)c1cccnc1Oc1ccc(Cl)cc1	-16%	-27%	-1%
O=C(CN1CCN(C(=O)CNC(=O)c2ccc3c(c2)OCO3)CC1)Nc1ccc(F)cc1	u	8%	2%
O=C(Nc1cccc(Cl)c1)OCc1cn(-c2ccccc2)nn1	u	-7%	-8%
Cc1cc2nc(C)n(CCCNC(=O)Nc3ccccc3)c2cc1C	u	-19%	-1%
N#Cc1ccc(S(=O)(=O)N2CCN(CC(=O)NCC3(N4CCOCC4)CCCCC3)CC2)cc1	-1%	-3%	-11%
Cc1c(N2C(=O)C(=O)/C(=C(/O)c3ccc(Br)cc3)C2c2cccnc2)c(=O)n(-c2ccccc2)n1C (stereo not given)	-9%	20%	-13%
N/C(=N\OC(=O)Cc1ccc(-c2ccccc2)cc1)c1cccc([N+](=O)[O-])c1	-27%	-4%	-5%
COc1ccc(N2CC(C(=O)NCCc3ccc(Cl)cc3)CC2=O)c(OC)c1 (stereo not given)	4%	-2%	1%
COc1ccc([C@H]2CC(=O)C=C(c3cc(Cl)ccc3OC)C2)cc1	u	13µM*	-9%
Cc1cc(C)cc(NC(=O)CN2CCC(NC(=O)c3cccc(F)c3)CC2)c1	u	-16%	-6%
CC(=O)N1CCC2(CC1)CN(C(c1ccccc1)c1ccccc1)C2	u	1%	-10%
CCSc1ccc(-c2cc(NC=O)c3ncc(-c4cccc(C(=O)NCCN(C)C)c4)n3c2)cc1	3.3µM*	4.6µM*	x

Assay outcomes from PubChem BioAssay.

Rows are unselected. Share with any hit: about 18%.
